Screening results as filed in PubChem BioAssay.
HCV inh: HCV inhibition; Potency, µM (titrated, usually from 41.8 µM), for inactives: at the top dose activity change, negative = inhibition, hits mostly inhibitors; Huh7.5.1 HCVcc-Cre infection, luciferase reporter, 44 h; 340,000 compounds, 3.4% hits; AID 651820; note: potency is the fitted concentration of half-maximal effect
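1,000 cells/well; 4 h culture; + compound; + HCVcc-Cre (~0.5 moi); 44 h; luciferase substrate, RT 15 min; read 15 sec.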
Giardia FBPA inh: Giardia lamblia aldolase inhibition | A8B2U2 | purified Giardia FBPA | Potency, µM (titrated, usually from 59.6 µM), inactives show top-dose activity, negative = inhibition, hits mostly inhibitors | 290,000 compounds, 0.71% hits | AID 2451; note: potency is the fitted concentration of half-maximal effect; nearly all actives have a fitted effect of over 55% in size
Target sequence (A8B2U2 whole entry, looked up): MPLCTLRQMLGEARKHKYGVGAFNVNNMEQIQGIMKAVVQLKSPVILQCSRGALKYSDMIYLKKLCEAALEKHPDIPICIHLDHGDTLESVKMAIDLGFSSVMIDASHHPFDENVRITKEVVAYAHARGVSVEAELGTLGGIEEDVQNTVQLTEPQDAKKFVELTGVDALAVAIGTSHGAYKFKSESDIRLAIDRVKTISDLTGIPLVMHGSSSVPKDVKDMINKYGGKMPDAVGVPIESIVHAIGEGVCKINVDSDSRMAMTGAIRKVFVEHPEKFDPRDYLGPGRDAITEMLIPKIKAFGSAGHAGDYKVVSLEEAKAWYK
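40 nM FBPA preincubated 10 min at RT with compound (up to 57.5 uM final), then substrate plus GAPDH/TPI/NAD/arsenate coupling and diaphorase/resazurin added. Fluorescence read after 20 min at RT, 525/598 nm.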
Sm TGR inh: S. mansoni TGR enzyme inhibition | Q962Y6 | purified TGR, DTNB reduction, TNB absorbance 405 nm | Potency, µM (top dose mostly 114 µM), inactives show at the highest dose activity change, negative = inhibition, actives largely listed as inhibitors | 360,000 compounds, 3% hits | AID 485364; note: potency is the fitted concentration of half-maximal effect; nearly all actives have a fitted effect of over 60% in size
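Kinetic colorimetric format: TGR-catalysed, NADPH-driven DTNB reduction monitored via TNB absorbance. Enzyme dispensed at 20 nM; compound exposure 15 min at room temperature before reaction start.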
AMA1-RON2 inh: inhibitors of Plasmodium falciparum AMA1-RON2 interaction. AlphaScreen AMA1-biotinylated RON2 peptide binding. Potency, µM (titrated, usually from 58.2 µM), without a hit: at the top dose activity change, negative = inhibition, actives largely listed as inhibitors. 360,000 compounds, 0.2% hits. AID 720542;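 note: potency is the fitted concentration of half-maximal effect; 0% = vehicle wells and -100% = peptide control; nearly all actives have a fitted effect of over 45% in size; some results filed as inactive show a strong effect at the top dose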
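AMA1 (3D7) with his tag at 25 nM final met compounds first, then biotinylated RON2 peptide at 25 nM; detection used donor plus acceptor beads, 10 µg/mL apiece, read by AlphaScreen after 30 min at room temperature.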
HCMV antiviral: blocks human cytomegalovirus replication | 410,000 compounds, 4.5% hits | activity change, negative = inhibition, % at 57.5 µM | HFF cells, HCMV-luciferase reporter, 72 h; hits give low values; in the data active = activity change below about -60%; inconclusive = no clear call, values can overlap the other calls; inactive = above about -39%
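After 16 h attachment at 37C, HFF cells received test compound and HCMV-luciferase (1 PFU/cell); reporter luminescence read 72 h later, data normalized against buffer-only and known inhibitor Salinomycin.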
AmpC inh detg: AmpC beta-lactamase inhibition with detergent present | AmpC hydrolysis of nitrocefin, absorbance 480 nm, 0.01% Triton | P00811 | 370,000 compounds, 0.041% hits | Potency, µM (doses to about 114 µM), for inactives: at the highest dose activity change, negative = inhibition, hits mostly inhibitors;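 note: potency is the fitted concentration of half-maximal effect; 0% = no-compound wells and -100% = no-enzyme wells; nearly all actives have a fitted effect of over 25% in size; some results filed as inactive show a strong effect at the top dose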
Target sequence (P00811 whole entry, looked up): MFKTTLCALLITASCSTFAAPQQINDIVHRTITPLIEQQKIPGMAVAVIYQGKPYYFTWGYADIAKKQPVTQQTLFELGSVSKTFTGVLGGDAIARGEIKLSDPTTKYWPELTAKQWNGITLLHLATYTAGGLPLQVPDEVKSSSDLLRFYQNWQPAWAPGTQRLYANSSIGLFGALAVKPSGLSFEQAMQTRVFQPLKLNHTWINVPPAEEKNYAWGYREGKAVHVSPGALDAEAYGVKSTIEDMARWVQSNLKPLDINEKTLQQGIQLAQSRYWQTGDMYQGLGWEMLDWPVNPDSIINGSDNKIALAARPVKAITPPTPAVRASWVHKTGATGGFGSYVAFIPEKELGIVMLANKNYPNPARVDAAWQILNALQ
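20 mM phosphate pH 7.0 + 0.01% (detergent screen) or 0.0001% Triton X-100; 5.3 nM AmpC reagent; cpd preinc 15 min RT; nitrocefin (800 uM stock) to start; A480 q20 s × 4 min; Activity was normalised to no-enzyme and no-compound control wells.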
The depositor's hits bear a star; ? = inconclusive; · = not tested or not shown; & = joins results of further samples; [ ] = dose if it differs, or a comment. Unless noted, calls come from the whole dose curve; as a rule, active = well fitted curve in the direction sought with a large enough effect; inconclusive = small, poorly fitted or top-dose-only effect, or another doubt; inactive = no such curve, though single readings can be large; an effect the other way counts as inactive or inconclusive. Unless noted, % is set by controls: 0 for no effect and ±100 for the full control effect.

Results follow in this order: HCV inh, Giardia FBPA inh, Sm TGR inh, AMA1-RON2 inh, HCMV antiviral, AmpC inh detg
> COc1ccccc1NS(=O)(=O)c1ccc(C(=O)NCC2(N(C)C)CCCCC2)cc1
    -14%, ·, 2%, -2%, 16, -19%
> Cc1ccc(N2C(=O)NC(=O)/C(=C\c3cc(C)n(-c4sc5c(c4C#N)CCCC5)c3C)C2=O)cc1
    -3%, -7%, 4%, -7%, -19, -7%
> Cc1ccccc1-n1c(Cc2cccs2)n[nH]c1=S
    1%, -4%, -25%, 4%, -38, ?
> CCc1cccc(C)c1NC(=S)NCC1CCN(c2ccc(OC)cc2)C1 (stereo unspecified)
    -13%, -24%, -7%, -20%, 0, 2%
> Oc1ccccc1C=NC(c1ccccc1)C(O)c1ccccc1 (stereo unspecified)
    ?, 5%, -12%, 23%, ?, -3%
> CC1=CN2C(=N)/C(=C\c3cn(CCCOc4ccccc4)c4ccccc34)C(=O)N=C2S1
    2%, 8%, -2%, 67%[activator], 56, -15%
> CCc1ccc(OCc2ccc(C(=O)NCc3ccccn3)o2)cc1
    1%, 21%, -21%, -9%, 81, 6%
> O=C(CN1C(=O)NC2(CCc3ccccc32)C1=O)Nc1ccccc1C(F)(F)F (stereo unspecified)
    11%, ·, 0%, 7%, -10, 4%
> [N-]=[N+]=NCCN1CCN(CCc2ccccc2)CCC1=O
    8%, -2%, -15%, 9%, 23, ?
> COc1ccc(CC2(CCc3ccncc3)C(=O)NC(=O)NC2=O)cc1OC
    17%, 0%, ·, 4%, -23, 5%
> O=C(Cc1ccccc1)NCC(=O)Nc1cccc(Br)c1
    6%, 10%, -2%, -4%, ?, 2%
> Cc1cccc(NC(=O)c2ccccc2OCC(=O)c2ccc(F)cc2)c1
    22%, 1%, 0%, 1%, -16, -9%
> O=C(N/N=C/c1cccnc1)c1cccc(S(=O)(=O)N2CCCC2)c1
    -12%, 5%, 2%, 0%, -39, -6%
> O=C(c1ccccc1)c1ccc(OCC(=O)N2CCOCC2)cc1
    18%, 5%, 5%, -2%, 4, -3%
> COc1ccccc1C(=O)c1cc2ccc(O)cc2oc1=O
    30%[activator], 1%, 2%, -1%, -62*, -11%
> O=C(O)C(c1ccccc1)C(O)c1ccc2c(c1)OCO2 (stereo unspecified)
    2%, ·, ·, -3%, -8, ·
> CC1=C(C(=O)OCc2ccc(C)cc2)C(c2ccccc2C(F)(F)F)CC(=O)N1 (stereo unspecified)
    ·, ·, 6%, ·, -33, -6%
> CCOc1ccsc1C(=O)OC
    25%, 5%, 1%, -12%, 9, -11%
> CCOc1ccc(OCC)c(Nc2nc3ccc(Cl)cc3n3cnnc23)c1
    ·, ·, 10%, ·, -22, 13%
> CSCCC(N=Cc1c(O)n(-c2ccc(Br)cc2)c(=O)[nH]c1=O)C(=O)OC(C)(C)C (stereo unspecified)
    8%, -8%, 2%, 0%, 39, 5%
> COC(=O)C(NC(=O)c1ccccc1)(Nc1nc(C)cs1)C(F)(F)F (stereo unspecified)
    -6%, -6%, 0%, 18%, 12, ?
> CC(=O)Nc1ccc2c(c1)nc1n2CCN(C(C)c2ccccc2)C1 (stereo unspecified)
    33%[activator], -16%, ·, -6%, 27, -7%
> Oc1ccc(/C=N/Nc2ccc(C(F)(F)F)cn2)cc1O
    3.5µM*, ?, ?, 36%[activator], 130, -2%
> Cc1ccc(-n2ncc3c2CC(C)(C)CC3NC(=O)Cc2c(C)noc2C)cc1 (stereo unspecified)
    ?, ·, 0%, 7%, ·, -2%
> CC(C)C(NS(=O)(=O)/C=C/c1ccccc1)C(=O)NCc1ccc(F)cc1 (stereo unspecified)
    -2%, 13%, 1%, 0%, -6, -9%
> CCC1CCCCN1CCCn1c(=S)[nH]c2ccccc2c1=O (stereo unspecified)
    -16%, 0%, 9%, 2%, -6, -10%
> COc1cc(C(=O)NC(=S)Nc2nc(-c3ccc(F)cc3)cs2)cc(OC)c1OC
    -30%, ·, 5%, -14%, 7, ?
> COC(=O)Nc1ccc(SCC(=O)c2cccc([N+](=O)[O-])c2)cc1
    -11%, -5%, ?, -14%, 25, -1%
> Cc1cc(C)c(C)c(OCC(=O)NCCN(C)C)c1
    -12%, 4%, 9%, -5%, -13, -1%
> O=C(CN1CCN(c2ccccc2O)CC1)NC(=O)NCc1ccccc1
    -28%, ·, 2%, 7%, -4, -6%

Next section (5 carried over from the part before).
Results follow in this order: HCV inh, Giardia FBPA inh, Sm TGR inh, AMA1-RON2 inh, HCMV antiviral, AmpC inh detg
> CCC1CCCCN1CCCn1c(=S)[nH]c2ccccc2c1=O (stereo unspecified)
    -16%, 0%, 9%, 2%, -6, -10%
> COc1cc(C(=O)NC(=S)Nc2nc(-c3ccc(F)cc3)cs2)cc(OC)c1OC
    -30%, ·, 5%, -14%, 7, ?
> COC(=O)Nc1ccc(SCC(=O)c2cccc([N+](=O)[O-])c2)cc1
    -11%, -5%, ?, -14%, 25, -1%
> Cc1cc(C)c(C)c(OCC(=O)NCCN(C)C)c1
    -12%, 4%, 9%, -5%, -13, -1%
> O=C(CN1CCN(c2ccccc2O)CC1)NC(=O)NCc1ccccc1
    -28%, ·, 2%, 7%, -4, -6%
> CCN(CC(=O)Nc1ccc(OC)cc1)C(=O)c1ccc2c(c1)NC(=O)CS2
    16%, ·, -2%, -5%, -20, -5%
> Cc1ccc(OCC(=O)N2CCN(C(=O)Cc3ccccc3)CC2)cc1
    9%, 0%, 0%, -12%, -7, 4%
> Cc1cccc(C(=O)N[C@H](C(=O)Nc2nccs2)C(C)C)c1
    -20%, -6%, -4%, -2%[11.6 µM], 15, -7%
> Cc1ccc(-c2cn(-c3ccccc3)c3[n+]2CCCS3)cc1
    ?, -3%&3%, 2%&6%, 6%&10%, -93*, ?
> CCCN(C(=O)c1cccc(S(=O)(=O)N2CCN(C)CC2)c1)c1c(N)n(Cc2ccccc2)c(=O)[nH]c1=O
    ?, ·, 1%, -2%, 17, -17%
> COc1cc(C(CC(=O)NCc2ccc(F)cc2)N2Cc3ccccc3C2=O)cc(OC)c1OC (stereo unspecified)
    ·, ·, -7%, ·, 17, 2%
> COc1ccccc1CNC(=O)C1CCC(CNS(=O)(=O)c2cccc3cccnc23)CC1 (stereo unspecified)
    -12%, ·, -15%, -7%, -4, 1%
> Cn1c(C(=O)NCc2ccccn2)cc2c(=O)n3ccccc3nc21
    -3%, -1%, 1%, 2%, 41, -9%
> CC1CN(CCn2cnc3c(N)ncnc32)CC(C)O1 (stereo unspecified)
    13%, 0%, 5%, 1%, 5, 4%
> CCCCCCCCNS(=O)(=O)CCNCCc1ccccc1
    16%, ·, ·, 12%, -17, ·
> COc1ccc(Br)c(C(=O)NCCC(C)C)c1
    6%, 0%, -2%, -10%, -11, -4%
> O=C(O)c1ccc(NC(=O)c2cccc(C(=O)Nc3ccc(C(=O)O)cc3)c2)cc1
    16%, -3%, 0%, 0%, -31, -2%
> COc1ccc(-n2cnc3c(cnn3CCC#N)c2=N)cc1
    -16%, -1%, 3%[11.4 µM], -6%, -11, -11%
> Cc1noc(C)c1COc1ccccc1C(=O)NCc1ccco1
    0%, ·, -27%, 0%, 38, ?
> COc1cccc(OC)c1NC(=O)NC(=O)c1c(OC)c(Br)cc([N+](=O)[O-])c1OC
    -26%, -10%, -1%, -4%, 2, -2%
> O=C(Nc1ccc(OC(F)(F)F)cc1)c1cccn(Cc2ccccc2Cl)c1=O
    ·, ·, 1%, ·, -4, 8%
> O=C(C1CCCN(Cc2ccccc2)C1)N1CCCCC1 (stereo unspecified)
    1%, -25%, -2%, -6%, -6, -1%
> CC(C)c1ccc(NC(=S)Nc2ccc(OC(F)(F)F)cc2)cc1
    -18%, 0%, 10%, -17%, 4, ?
> COC(=O)CN(C#N)c1nc(NCc2ccccc2)nc(OC)n1
    -10%, 7%, -16%, -1%, -9, -17%
> Oc1ccc2ccccc2c1Br
    ?, -13%, 4%, -1%, ?, ?
> Cc1ccc(-c2nc(N)n(C(=O)Cc3ccccc3)n2)cc1
    13%, -2%, 1%, 12%, 14, 3%
> CC1(C)Cc2c(c(-c3ccco3)nc3n[nH]c(N)c23)CO1
    3%, 15%, 5%, 3%, -18, -1%
> CCOC(=O)Cc1csc(SCC(=O)Nc2ccc(C)cc2F)n1
    ?, ·, 3%, 4%, -20, -12%
> CCN1C(=O)c2ccccc2S(=O)c2ccc(C(=O)NCc3ccc(OC)cc3)cc21 (stereo unspecified)
    ?, ·, -17%&-5%, -3%, 0&-28, 1%&-12%
> CC(OC(=O)CSc1ccccc1)C(=O)NC1CCCCC1C (stereo unspecified)
    3%, ·, 1%, 11%, -39, -11%
> CCc1ccc(C(=O)c2cn(CC(=O)Nc3cc(OC)cc(OC)c3)c3ccc(CC)cc3c2=O)cc1
    ·, ·, -10%, ·, -16, -10%
> Cc1ccc(OCC(=O)Nc2nnc(SCc3cc(=O)n4cccc(C)c4n3)s2)cc1
    ·, ·, 0%, ·, 12, 8%
> O=C(COc1ccc(Br)cc1)N(Cc1ccco1)C1CCS(=O)(=O)C1 (stereo unspecified)
    11%, ·, ?, 0%, -29, 3%
> CN1C(=O)OC2(C)CCc3ccccc3C12C (stereo unspecified)
    25%, -11%, 1%, -5%, 63, 8%
> CCn1cc(NC(=O)Nc2ccccc2C(=O)OC)c(C(N)=O)n1
    5%, -29%, 0%, 34%[activator], 52, -1%
> CC(C)C(NC(=O)CSCc1ccc([N+](=O)[O-])cc1)C(C)C
    -14%, -6%, -7%, -6%, ?, -15%
> O=S(=O)(Nc1ccc(Cl)cc1)c1cccc(S(=O)(=O)c2ccc(Cl)c(Cl)c2)c1
    ·, ·, 9%, ·, 10, 7%
> CC1=NN(c2ccc(C(=O)O)cc2)C(=O)/C1=C/c1ccc(-c2ccccc2F)o1
    ·, -13%, 1%, ·, ·, 1%
> Cc1ccc(S(=O)(=O)/C(C#N)=C/c2c(N3CCN(Cc4ccccc4)CC3)nc3ccccn3c2=O)cc1
    ?, ·, -23%, -7%, 0, 1%
> COc1cc(OC)cc(-n2c(=O)[nH]c3cc(C(=O)NCCc4ccc(C)cc4)ccc3c2=O)c1
    ·, ·, -3%, ·, 8, 7%
> CCOC(=O)c1c(NC(=O)c2ccccc2C(=O)O)sc2c1CCCC2
    ?, 16%, 8%, 4%, -24, -3%
> Cc1nnc(Cn2cnc3c2c(=O)n(C)c(=O)n3C)o1
    9%, 1%, 36%, -5%, 13, ?
> COCCn1ccc(O)c(Cc2ccc(Cl)cc2)c1=O
    1%, -6%, -2%, 13%, -24, -2%
> Cc1ccc2c(c1)c1c(c(=O)n(-c3ccccc3)c(=O)n1CC(=O)NCC1CCCO1)n2C (stereo unspecified)
    -2%, ·, -4%&-2%, -7%, -9&2, -16%&-1%
> O=C(NCC1CCCO1)C1c2ccccc2Oc2ccccc21 (stereo unspecified)
    3%, -2%, ·, -17%, -39, -15%
> CCN(C[C@H]1N[C@@](CC)(C(=O)OC)[C@H]2C(=O)N(C)C(=O)[C@@H]12)C(=O)C1CCCCC1
    8%, ·, ·, 5%, -13, ·
> COc1ccc(Cl)cc1NC(=O)CN(C)C(=O)c1sccc1-c1ccccc1
    ?, ·, 0%, -1%, -9, 11%
> COc1cc(S(=O)(=O)Nc2ccccc2N2CCCCC2)ccc1NC(C)=O
    -5%, ·, -1%, -10%, -20, 7%
> CC1(C)SCC(C(=O)O)NC1=O (stereo unspecified)
    9%, -1%, -7%, 9%, -14, 4%
